Compound activity (PubChem)
KLK5 inh = human KLK5 protease inhibitors, primary screen, biochemical, 1536-well; AID 873, 2007; recombinant hK5, fluorogenic AMC substrate cleavage; Kallikrein-5 (Homo sapiens), Q9Y337; inhibition, % at 5 µM; 210,000 compounds, 0.59% hits;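 active means inhibition of 40% or more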;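 further: 0% = enzyme controls without compound and 100% = no-enzyme blanks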
Target sequence (Q9Y337 67-293 limits assumed): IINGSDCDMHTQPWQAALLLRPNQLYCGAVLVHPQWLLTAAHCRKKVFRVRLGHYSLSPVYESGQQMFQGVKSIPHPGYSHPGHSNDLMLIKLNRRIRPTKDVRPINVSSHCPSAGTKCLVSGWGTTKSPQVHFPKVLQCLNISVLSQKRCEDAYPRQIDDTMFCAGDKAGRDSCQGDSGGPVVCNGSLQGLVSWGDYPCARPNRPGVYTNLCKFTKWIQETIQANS
Thrombin inh = human alpha-thrombin inhibitors, primary screen, counter-screen for coagulation protease inhibitor project, biochemical, 1536-well, fluorogenic AMC substrate | inhibition, % at 5 µM | 220,000 compounds, 0.26% hits | AID 1046, 2008 | Boc-VPR-AMC fluorogenic substrate cleavage | Prothrombin (Homo sapiens), P00734;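 active means inhibition at or above 40%; inactive means inhibition below 40%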;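 further: 0% = enzyme with no compound and 100% = wells without enzyme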
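Test system: human alpha-thrombin protein / Dosing: one concentration per compound, 5 µM, with 0.2% DMSO / Medium: pH 7.5 Tris-saline with Tween 20 / Benchmarks: no-compound enzyme wells and no-enzyme blanks / Read-out basis: percent inhibition of thrombin substrate cleavage / Timing: reaction at room temperature / Measured by: fluorescence, ex 355 nm, em 460 nm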
PERK inh = block of dimerizer-induced PERK translation repression, primary screen, PERK inhibitor project, CHO PERK-DD cells, SEAP luminescence, HTS | Eukaryotic translation initiation factor 2-alpha kinase 3 (Homo sapiens), Q9NZJ5 | CHO PERK-DD fusion, SEAP luminescence translation reporter | inhibition, % at 5.6 µM | 220,000 compounds, 0.17% hits | AID 1416, 2008;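 active means inhibition above the mean inhibition of all tested compounds plus 3 SD, set separately per screening campaign, cut at about 2.9% in these data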;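 further: PERK kinase domain activated by AP20187 dimerizer at 100 nM; 0% = DMSO with dimerizer and 100% = rapamycin at 8.4 µM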
KCC2 mod = KCC2 cotransporter modulators, thallium flux, primary screen, cell-based, HEK293 KCC2, FluoZin-2 fluorescence, MLSMR; Solute carrier family 12 member 5 (Homo sapiens), Q9H2X9; KCC2 cells, thallium flux FluoZin-2 fluorescence; B-score of Tl+ flux slope (higher = more flux/activation; lower = inhibition) at 10 µM; 190,000 compounds, 2.2% hits;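 active means thallium flux slope and its plate-corrected score both differing from the plate sample mean at a set confidence after two filtering rounds, in either direction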;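 further: slope of fluorescence scaled to starting intensity during 10 to 20 s after thallium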
Furin inh = human furin inhibitors, primary screen, biochemical, fluorescence intensity. inhibition, % at 30 µM. P09958. 220,000 compounds, 0.061% hits. purified furin, fluorogenic substrate cleavage; in the data active means inhibition above about 25%; further: inactives centre near -15
Target sequence (P09958 108-714 limits assumed): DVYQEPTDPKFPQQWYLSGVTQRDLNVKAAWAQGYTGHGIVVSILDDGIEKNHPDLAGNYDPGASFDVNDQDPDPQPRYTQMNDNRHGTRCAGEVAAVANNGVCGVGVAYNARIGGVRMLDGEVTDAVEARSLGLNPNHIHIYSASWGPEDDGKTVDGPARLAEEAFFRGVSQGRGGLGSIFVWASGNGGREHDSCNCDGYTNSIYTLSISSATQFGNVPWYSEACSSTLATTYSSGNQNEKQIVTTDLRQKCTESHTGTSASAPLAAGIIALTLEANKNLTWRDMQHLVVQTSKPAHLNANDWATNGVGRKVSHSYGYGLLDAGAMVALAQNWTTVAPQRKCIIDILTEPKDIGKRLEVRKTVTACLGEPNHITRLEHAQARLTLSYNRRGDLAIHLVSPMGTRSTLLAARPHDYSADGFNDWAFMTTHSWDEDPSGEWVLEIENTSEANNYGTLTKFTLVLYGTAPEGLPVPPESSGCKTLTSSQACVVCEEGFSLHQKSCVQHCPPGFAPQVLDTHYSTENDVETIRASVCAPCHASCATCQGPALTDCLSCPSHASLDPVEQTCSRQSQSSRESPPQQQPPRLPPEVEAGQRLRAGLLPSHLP
Wee1 stabilizer = Wee1 degradation inhibitors, primary screen, cell-based, HeLa, Wee1K328M-luciferase, luminescence. Wee1-like protein kinase (Homo sapiens), P30291. HeLa Luc-Wee1K328M stability; 100% = proteasome inhibitor MG132 effect. reporter increase, % at 5 µM. 220,000 compounds, 1.2% hits;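 active means activation above the mean of all tested compounds plus 3 SD, set per screening run, cut at about 8.8% in these data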;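 further: cells exposed to compound for 20 h before luminescence read; 0% = DMSO alone and 100% = MG132 at 30 µM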
FXIIa inh 1536 = human FXIIa protease inhibitors, primary screen, biochemical, 1536-well; purified FXIIa, Boc-QGR-AMC fluorogenic substrate, 2 h; inhibition, % at 5 µM; Coagulation factor XII (Homo sapiens), P00748; 220,000 compounds, 0.3% hits; AID 800, 2007; in the data active means inhibition above about 40%;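 further: 0% = enzyme with no compound and 100% = blank without enzyme; many of its hits are not listed in these tables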
p97 inhibitor = inhibitors of human p97 ATPase, primary screen, biochemical; 220,000 compounds, 0.42% hits; inhibition, % at 8 µM; recombinant p97 ATPase, Kinase-Glo ATP luminescence, 3 h; AID 1481, 2009; in the data active means inhibition above about 15%;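 further: 0% = DMSO vehicle and 100% = wells lacking enzyme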
FXIa inh 1536 = human FXIa protease inhibitors, primary screen, biochemical, 1536-well; Coagulation factor XI (Homo sapiens), P03951; purified FXIa, Boc-Glu-Ala-Arg-AMC fluorogenic substrate; inhibition, % at 5 µM; 220,000 compounds, 0.14% hits; AID 798, 2007;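 active means inhibition of at least 40%; inactive means inhibition below 40%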;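 further: fluorescence of freed AMC excited at 355 nm; 0% = enzyme without compound and 100% = no enzyme blank; many of its hits are not listed in these tables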
* marks the source's active call; other numbers are inactive results; . = not tested or not shown; [ ] = another dose, or the depositor's remark.

SMILES | KLK5 inh | Thrombin inh | PERK inh | KCC2 mod | Furin inh | Wee1 stabilizer | FXIIa inh 1536 | p97 inhibitor | FXIa inh 1536
CCN(Cc1ccccc1)C(c1ccc(C)cc1)c1nnnn1C(C)(C)C (stereo not drawn) | -9 | 4 | 0.4 | -0.054 | -5[20 µM] | 0 | 18 | -7 | 2
CC(C)(C)c1ccc(SCCc2ccccn2)cc1 | -9 | -9 | 1.0 | 0.52 | -9 | -3 | 7 | -9 | 0
O=C(Nc1nnc(/N=C/c2ccco2)s1)c1ccc(F)cc1 | 10 | -3 | 0.6 | -0.32 | -6 | 0 | 8 | -2 | -8
Cc1ccc2nc(-c3ccccc3)c(CN3CCN(c4ccccc4F)CC3)n2c1 | -10 | 2 | 1.2 | -0.3 | -23 | -1 | 3 | 0 | 14
COc1ccc(NC(=O)CCN2CCN(S(=O)(=O)c3ccc(OC)cc3)CC2)cc1 | -5 | 1 | -0.6 | 0.44 | -26 | 1 | 8 | -2 | -1
CCNC(=O)C1CCCN1S(=O)(=O)c1ccc(C)cc1 (stereo not drawn) | -2 | -3 | -0.2 | 0.33 | -16[20 µM] | 0 | 12 | -7 | 9
O=C(NCCc1nc2ccccc2[nH]1)/C(=C/c1ccco1)NC(=O)c1ccc(Br)cc1 | -5 | -6 | 0.1 | 0.79 | -16 | -1 | 1 | 6 | -3
Cc1ccc(Cl)cc1N1CCN(C(=O)c2cccc3c(=O)c(C)c(-c4ccccc4)oc23)CC1 | -8 | -11 | 0.3 | -0.007 | -11 | 0 | 5 | 4 | -7
CC(C)Oc1ccc(-c2nn(-c3ccccc3)cc2/C=c2\sc3ncnn3c2=O)cc1 | -20 | -2 | 0.3 | -0.00072 | -21[20 µM] | 10* | -1 | 0 | 2
Cc1cccc(N(CC(O)CN(C)C)S(=O)(=O)c2ccccc2)c1 (stereo not drawn) | -20 | 2 | -1.2 | 0.33 | -9[20 µM] | -1 | 13 | -4 | 3
CCCC(=O)NCn1nnc(-c2ccc(Cl)cc2)n1 | -8 | 3 | 0.1 | -1.1 | 5 | 7 | 4 | 4 | -4
CCc1n[n+](CC(=O)c2ccccc2)c(N)s1 | -7 | -6 | 1.0 | 0.4 | -23 | 2 | 3 | -10 | -1
COC(=O)C1=C(C)N(C)C(C)=C(C(=O)OC)C1c1ccccc1C | -16 | -4 | -0.1 | -0.48 | -28 | -2 | 2 | 3 | 2
CCN(C(=O)CSc1nnc(-c2ccccc2Cl)n1C1CCCC1)C1CCS(=O)(=O)C1 (stereo not drawn) | -14 | -1 | 0.4 | 0.025 | -17 | 0 | 11 | 0 | 1
N/C(Cn1cncn1)=N\OC(=O)c1ccc(Cl)cc1Cl | 0 | 3 | 1.3 | -0.64 | -24 | -2 | 10 | 1 | -2
CCOC(=O)C1=C(C(F)(F)F)Nc2ncnn2C1c1ccc(OC)cc1OC (stereo not drawn) | -23 | -5 | 0.4 | 1 | -16 | 3 | 16 | -2 | 9
C=CCc1ccc(OCC(O)CN2CCN(Cc3ccccc3)CC2)c(OC)c1 (stereo not drawn) | -2 | 6 | 1.8 | -1.6 | -19 | -2 | 1 | 2 | -3
CCOc1ccc(NC(=O)c2ccccc2OCC(=O)c2ccccc2)cc1 | -7 | -3 | -1.1 | -0.42 | -13[20 µM] | -3 | 11 | 1 | -4
c1cc(-c2noc(CC3CCCCC3)n2)ccn1 | 0 | -8 | 1.4 | -0.022 | -23 | 0 | 10 | 3 | 13
c1ccc(-c2csc3ncnc(NCc4ccccn4)c23)cc1 | -7 | -6 | 0.2 | -2.7 | -26 | 2 | 4 | 1 | 3
O=C(C1COc2ccccc2O1)N1CCN(c2ccc(F)cc2)CC1 (stereo not drawn) | -2 | 2 | -1.5 | 0.19 | -13 | -2 | 13 | -8 | 2
Cc1cccc(N/C(N)=N/c2nc(C)c(Cc3ccccc3)c(=O)[nH]2)c1 | 13 | 6 | -0.9 | 1 | -33 | 3 | 11 | 3 | -1
CC(C)C(=O)Nc1ccc(NC(=O)c2cccs2)cn1 | 12 | -1 | 0.7 | 1.1 | -21 | 5 | 12 | 5 | 2
CCC(C)CCCCNC1=NCCS1 (stereo not drawn) | -2 | -2 | 1.3 | -0.53 | -27 | -4 | 2 | 1 | -3
COc1ccc(NS(=O)(=O)c2cc(NC(=O)[C@@H](NC(=O)c3ccccc3)C(C)C)ccc2C)cc1 | -14 | -4 | -0.2 | -0.24 | -13 | 0 | 12 | 2 | 4

Overlap with the part before: 2 entries, followed by the next part.
SMILES | KLK5 inh | Thrombin inh | PERK inh | KCC2 mod | Furin inh | Wee1 stabilizer | FXIIa inh 1536 | p97 inhibitor | FXIa inh 1536
CCC(C)CCCCNC1=NCCS1 (stereo not drawn) | -2 | -2 | 1.3 | -0.53 | -27 | -4 | 2 | 1 | -3
COc1ccc(NS(=O)(=O)c2cc(NC(=O)[C@@H](NC(=O)c3ccccc3)C(C)C)ccc2C)cc1 | -14 | -4 | -0.2 | -0.24 | -13 | 0 | 12 | 2 | 4
CSC1=NCCN1C(=O)c1c(-c2c(F)cccc2Cl)noc1C | -10 | -3 | 1.4 | -0.092 | -21 | -1 | 2 | 4 | 3
COc1cccc(-n2c(SCc3cc(=O)oc4cc(O)c(O)cc34)nc3ccccc3c2=O)c1 | -29 | 21 | -0.6 | -0.86 | 2 | 3 | 28 | 40* | 20
CN(C)C=NC(=O)c1ccc(N2CCN(c3ncc(C(F)(F)F)cc3Cl)CC2)cc1 | -3 | 26 | 0.5 | 0.96 | -12[20 µM] | 1 | 23 | 0 | 15
CCC1CCCCN1C(=O)C1CC(c2cc(Cl)c(OC)cc2OC)=NO1 (stereo not drawn) | 7 | -8 | -1.6 | 0.15 | -7[20 µM] | 1 | -8 | -5 | -7
CCC(=O)OCn1nnc2ccccc2c1=O | 2 | -7 | 0.0 | -0.21 | -12 | 1 | 10 | -1 | 1
Cn1c(=O)c(S(=O)(=O)C(C)(C)C)c(O)c2ccccc21 | -15 | 1 | 1.0 | 1.2 | -16 | 3 | 7 | 6 | 5
COC(=O)[C@@H]1CCCN1Cc1nc(Cc2ccccc2F)no1 | 1 | -6 | 1.6 | 1.2 | -28 | 5 | 7 | 4 | 1
COc1ccc(NS(=O)(=O)c2ccc(N/N=C/c3ccc(N4CCOCC4)cc3)c([N+](=O)[O-])c2)cc1 | -14 | -8 | 0.4 | 0.044 | -13 | -2 | 2 | 1 | 3
Cc1cccc(N(CC(=O)N2CCOCC2)S(C)(=O)=O)c1C | 1 | 2 | -0.8 | -0.69 | 1[20 µM] | 0 | 15 | -5 | 4
COc1ccc(CNc2ccccc2SC)cc1OC | 3 | 0 | -0.3 | -1.9 | -25[20 µM] | 0 | 9 | 4 | 0
Cc1ccc2[nH]cc(CCNC(=O)c3cccnc3)c2c1 | 0 | -7 | -0.3 | . | -17[20 µM] | 2 | 7 | 6 | -8
CC(OC(=O)c1ccccc1)C(=O)NCCC1=CCCCC1 (stereo not drawn) | 2 | -1 | -0.1 | -2 | -13 | 1 | 9 | -2 | 1
Cc1cc(C)c(NC2=NS(=O)(=O)c3ccccc32)c(C)c1 | 8 | 2 | 3.6* | . | 3[20 µM] | -2 | 12 | -5 | -16
Cc1cc(C)nc(SCc2ccc(C(=O)N/N=C/c3cccnc3)cc2)n1 | -3 | -4 | 0.7 | -0.006 | -13 | 1 | 1 | 4 | -5
COCCNC(=O)NC(=O)COC(=O)c1cc([N+](=O)[O-])ccc1Sc1nc(C)cs1 | -4 | -3 | -0.7 | -0.25 | -11[20 µM] | -3 | -5 | -14 | -7
CC(C)CC(c1nnnn1CCc1ccccc1)N1CCN(C(=O)c2ccco2)CC1 (stereo not drawn) | 15 | -2 | -0.2 | . | -20 | -1 | 9 | -8 | 2
CCCOc1ccc(NC(N)=O)cc1OCCC | 0 | -6 | -0.1 | . | -15 | 0 | 3 | 0 | -8
Cc1cc(C)cc(NC(=O)CSc2ccccc2)c1 | 0 | -7 | 1.7 | -0.078 | -15 | -1 | 8 | 1 | -2
O=c1[nH]c(CSc2nnc(-c3ccccc3)n2-c2ccccc2)nc2ccccc12 | -3 | 0 | -0.8 | 0.69 | -8 | -2 | 18 | 3 | 9
CCCCN(Cc1ccccc1)C(=O)CCN1C(=O)C2C3C=CC(C3)C2C1=O (stereo not drawn) | 3 | -2 | -1.0 | 0.69 | -19 | 1 | 12 | -2 | 0
CCOC(=O)c1c(C)[nH]c(C(=O)OCCOc2ccccc2C)c1C | -6 | -14 | 0.1 | 0.83 | -10 | 3 | 1 | -7 | -8
O=C(NCc1cccs1)c1nc2ncccn2n1 | 4 | -4 | 0.4 | 0.73 | -3[20 µM] | -1 | 10 | -1 | -5
O=C(Cc1ccc(S(=O)(=O)N2CCOCC2)s1)Nc1ccc2c(c1)CCC2 | 4 | 1 | -0.4 | -0.12 | -24 | 0 | 0 | -1 | 2
CCN(CC)C(=O)CC(c1ccc(OC)cc1)c1c(O)cc(OC)cc1OC (stereo not drawn) | 3 | 1 | . | -0.29 | -30 | . | 8 | . | 1
c1ccc(CSc2ccc(-c3cccs3)nn2)nc1 | -6 | -10 | 0.2 | -1.3 | -27 | 2 | 4 | 7 | -4
More structures:
SMILES | KLK5 inh | Thrombin inh | PERK inh | KCC2 mod | Furin inh | Wee1 stabilizer | FXIIa inh 1536 | p97 inhibitor | FXIa inh 1536
CCCCNC(=O)C(=O)NCc1ccncc1 | -2 | -7 | 0.4 | -0.012 | -13 | 2 | 1 | 8 | -2
Cc1cc(C)n(-c2ccc(OCC(=O)O)nn2)n1 | -23 | -7 | 2.4 | 1.3 | -19 | -3 | 5 | 5 | 3
Cc1cc(C)n(-c2nc(NCC3CCCO3)c3c4c(sc3n2)COC(C)(C)C4)n1 (stereo not drawn) | -5 | -3 | -2.1 | . | -12[20 µM] | 2 | 9 | 8 | -7
Cc1ccc(OC2=NS(=O)(=O)c3ccccc32)cc1 | -24 | 2 | -0.6 | . | -19[20 µM] | -2 | 5 | -4 | 5
CCOC(=O)c1ccc(NC(=O)N2CCN(C3CCCCC3)CC2)cc1 | -10 | 2 | -0.8 | -0.64 | -21[20 µM] | -4 | 18 | 2 | 4
CCOc1ccc(C(=O)c2cc([N+](=O)[O-])ccc2Cl)cc1 | 2 | -6 | -0.1 | -0.4 | 15[20 µM] | -3 | 3 | 3 | -11
CC(C)OC(=O)CSc1nnc(-c2ccc(Cl)cc2)n1N | -13 | -10 | 0.9 | . | -9 | 0 | 9 | 3 | 0
COc1ccc(CNCCSc2nnnn2C)c(OC)c1OC | -5 | -9 | -0.6 | 0.72 | -28 | -1 | 0 | 2 | -7
Cc1ccc(OCc2nnc(SCC(N)=O)n2N)cc1 | -7 | 3 | -0.4 | 0.43 | -7 | 1 | 10 | -1 | 8
Cc1cc(C)cc(CC2CC(=O)N(c3cc(C)on3)C2=O)c1 (stereo not drawn) | 0 | 1 | 0.1 | 1 | -24[20 µM] | 1 | 5 | -3 | 4
